From PubChem
L929 necroptosis – L929 zVAD cell death inhibition; viability rescue, % at 10 µM; L929 zVAD necroptosis rescue, ATP luminescence, 24 h; with zVAD 60 µM; AID 1377; actives 0.38% (n = 220,000);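 active = activation, scaled between plate controls, above about 75%, limit read from the data; inactive = activation under that limit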;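 also: 0% = zVAD with DMSO and 100% = DMSO alone without zVAD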
Runt-SMMHC FRET – Runt domain-CBFb-SMMHC interaction inhibition | inhibition, % at 20 µM | actives 0.74% (n = 220,000) | Q01196+Q13951 | Cerulean-Runt/Venus-CBFb-SMMHC FRET ratio 530/480, 1 h | AID 1434;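 active = mean inhibition across duplicate retests at 20 µM reaching about 50%, limit read from the data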;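 also: 0% = DMSO wells and 100% = wells with excess untagged CBFb-SMMHC; inhibitors lower the FRET ratio by blocking Runt binding to CBFb-SMMHC; some results filed as inactive read as strong as hits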
Target sequence (Q01196 whole entry, looked up, the tested form may be a part): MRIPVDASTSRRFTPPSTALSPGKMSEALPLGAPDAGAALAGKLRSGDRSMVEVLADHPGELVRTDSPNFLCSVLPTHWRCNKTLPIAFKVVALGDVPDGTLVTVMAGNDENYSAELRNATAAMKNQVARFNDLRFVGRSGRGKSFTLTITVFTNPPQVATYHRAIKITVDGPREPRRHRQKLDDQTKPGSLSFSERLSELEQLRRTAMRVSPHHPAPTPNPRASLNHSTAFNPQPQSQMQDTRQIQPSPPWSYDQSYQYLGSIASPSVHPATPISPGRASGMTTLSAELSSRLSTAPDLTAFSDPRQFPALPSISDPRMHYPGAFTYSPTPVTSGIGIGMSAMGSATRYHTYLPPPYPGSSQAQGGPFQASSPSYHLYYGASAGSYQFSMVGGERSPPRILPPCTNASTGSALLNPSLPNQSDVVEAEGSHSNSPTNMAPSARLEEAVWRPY
Target sequence (Q13951 whole entry, looked up, the tested form may be a part): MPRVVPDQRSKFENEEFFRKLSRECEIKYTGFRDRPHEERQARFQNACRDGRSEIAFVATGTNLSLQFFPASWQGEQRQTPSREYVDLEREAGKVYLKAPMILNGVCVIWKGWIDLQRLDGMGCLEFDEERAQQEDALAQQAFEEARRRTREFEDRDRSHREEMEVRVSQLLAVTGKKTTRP
PERK inh – human PERK inhibition, primary cell-based screen | actives 0.17% (n = 220,000) | inhibition, % at 5.6 µM | CHO PERK-DD fusion, SEAP luminescence translation reporter | AID 1416 | Q9NZJ5;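 active = inhibition above the mean inhibition of all tested compounds plus 3 SD, set separately per screening campaign, cut at about 2.9% in these data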;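 also: PERK kinase domain activated by AP20187 dimerizer at 100 nM; 0% = DMSO with dimerizer and 100% = rapamycin at 8.4 µM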
RBBP9 inh – blocks human serine hydrolase RBBP9; recombinant RBBP9, FP-Rh probe fluorescence polarization; inhibition, % at 7.94 µM; actives 0.2% (n = 220,000);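 active = inhibition above the campaign mean of all tested compounds plus 3 SD, cut at about 14% in these data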;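 also: plate controls were DMSO wells with RBBP9 for no effect and wells lacking RBBP9 protein for full effect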
Target sequence (O75884 whole entry, looked up): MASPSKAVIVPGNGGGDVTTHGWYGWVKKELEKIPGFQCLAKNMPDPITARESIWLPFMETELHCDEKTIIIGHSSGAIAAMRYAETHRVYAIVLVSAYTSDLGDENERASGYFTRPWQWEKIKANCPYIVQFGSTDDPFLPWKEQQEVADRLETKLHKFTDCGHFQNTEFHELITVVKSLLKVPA
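system = RBBP9 protein | input = RBBP9 at 2.5 µM in dispensed solution, before mixing | measured by = fluorescence polarization (mP), excitation 525 nm, emission 598 nm | incubation = enzyme-compound preincubation 30 min, then probe labeling 45 min, 25 °C | buffer or medium = Tris-NaCl-Pluronic buffer, pH 8.0 | compound = single dose 7.94 µM | also added = FP-Rh probe, 375 nM dispensing solution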
EP2 antag – blocks the human prostaglandin E2 receptor EP2 | C6 glioma cells expressing human EP2, cAMP TR-FRET; cells stimulated with saturating PGE2 | inhibition, % at 25 µM | actives 0.52% (n = 260,000) | AID 1422;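 active = percent inhibition above 40 after rounding to a whole number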;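 also: rat C6 glioma host cells with rolipram phosphodiesterase inhibitor present; the protocol text gives 20 µM as final concentration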
Runt-CBFb FRET – inhibitors of human RUNX1 Runt domain binding to CBFb. Q01196+Q13951. Cerulean-Runt/Venus-CBFb FRET ratio 530/480, 1 h. inhibition, % at 20 µM. actives 0.46% (n = 220,000);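 active = inhibition over about 50% at 20 µM in the single-dose screen, limit read from the data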;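 also: 0% = DMSO wells and 100% = excess unlabeled CBFb competitor control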
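Measured by: fluorescence energy transfer, 422 nm excitation, 530/480 nm emission; test system: Cerulean-tagged RUNX1 Runt domain (FRET donor) fusion protein; buffer or medium: Tris pH 7.5 buffer with BSA; compound: one dose, 20 µM compound, 1% DMSO; times: two 1 h room-temperature incubations shielded from light; benchmarks: unlabeled CBFb 5 µM, positive control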
TNF death inh – TNF-alpha cell death inhibition in Jurkat FADD-/- cells | activation (protection from cell death), % at 10 µM | AID 463075 | Jurkat FADD-/- TNF necroptosis rescue, ATP luminescence, 24 h; 0 = TNF only, 100 = no-TNF cells | actives 0.068% (n = 220,000);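 active = activation, meaning protection from cell death, of at least 50% relative to plate controls; inactive = activation below 50%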;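 also: necroptosis triggered by 40 ng/mL TNF-alpha added together with compound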
EP2 modulator – EP2 receptor (human) modulation. P43116. EP2-expressing cells, cAMP HTRF FRET, PGE2 co-stimulation. induction, % at 25 µM. actives 0.83% (n = 260,000). AID 940;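 active = compounds whose cAMP rise, as percent of the full-agonist control response, exceeds 60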;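 also: rat C6 glioma line stably carrying human EP2 under a CMV promoter; the protocol text gives 20 µM as final concentration; 100% = response of wells given 1 µM PGE2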
Hck-Nef inh – blocks Nef-activated human Hck kinase; Recombinant Hck-YEEI plus Nef, Z-Lyte FRET kinase assay; inhibition, % at 20 µM; actives 0.68% (n = 220,000);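 active = Hck-Nef kinase inhibition above about 50%, limit read from the data; inactive = inhibition below that limit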;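 also: 0% = DMSO with Hck plus Nef and 100% = Hck alone without Nef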
The depositor's hits bear a star; . = no result given; & = joins results of further samples.

SMILES	L929 necroptosis	Runt-SMMHC FRET	PERK inh	RBBP9 inh	EP2 antag	Runt-CBFb FRET	TNF death inh	EP2 modulator	Hck-Nef inh
CCOC(=O)C1=C(N)Oc2c(oc(CO)cc2=O)C1c1c(F)cccc1Cl (stereo not drawn)	0.0	-2	-0.1	-7	6	-2	-1.6	8	1
COc1ccc(CCNC(=O)Cn2cc(C(F)(F)F)cc(Cl)c2=O)cc1	-0.2	7	-1.0	3	9	-1	0.9	6	-2
NNC(=O)c1nn(-c2ccc(Cl)cc2)ccc1=O	-0.1	-5	0.0	2	13	0	-1.3	27	1
COc1ccc(CC(=O)Nc2ccc(-c3nnc(-c4ccc(C)cc4)o3)cc2)cc1	2.2	0	0.8	5	.	0	-0.5	8	4
Cc1cc(C)cc(NC(=O)C(c2ccccc2)N2CCCC2)c1 (stereo not drawn)	-0.3	0	0.5	-2	7	-3	5.5	24	7
CCOC(=O)c1c(C#N)cnn1-c1ccc(C)cc1	0.3	4	0.3	4	12	0	-1.1	14	3
CC1CC(C)(C)NCCNC(C)CC(C)(C)NCCN1 (stereo not drawn)	0.0	3	1.1	-8	3	-1	0.8	0	-3
COc1ccc(OC)c(Nc2nc3nonc3nc2N2CCCCC2)c1	0.3	-165	0.4	-1	.	-7	-0.1	-6	-1
O=c1[nH]c2ccc(Cl)cc2c(-c2ccccc2)c1N1CCOCC1	1.5	-4	1.0	-7	5	-4	0.1	69*	-2
COc1ccccc1/C=C/C(=O)Nc1cccc(S(=O)(=O)NC2=NCCCCC2)c1	1.9	-1	0.2	-8	7	1	1.4	-10	-19
O=c1c(-c2nc3ccccc3o2)c2oc3ccccc3n2c2ccccc12	2.3	-1	-1.1	6	12	1	-10	8	0
Clc1ccc(N2CCOCC2)nn1	3.8	1	1.1	-3	12	-1	-0.5	13	27
N#Cc1c(Nc2ccccc2)sc(C(=O)c2ccc(F)cc2)c1N	2.9	-1	0.0	3	3	2	0.2	-4	2
CC(=O)C1=C(O)C(=O)N(CCc2c[nH]c3ccccc23)C1c1ccccc1 (stereo not drawn)	6.5	3	0.8	-10	13&23	0	0.1	40&40	18
COC(=O)C1SCC2C(=O)N(Cc3ccc(Cl)c(Cl)c3)CC(=O)N21 (stereo not drawn)	-0.4	1	-0.6	-6	4	1	0.4	3	-18
Clc1ccc(NNc2ccnc3cc(Cl)ccc23)cc1	-0.2	-6	1.5	-4	12	-2	-9.7	3	4
CC(=O)Nc1nnc(Cc2ccccc2)s1	0.2	2	0.6	3	0	-1	-2.2	15	1
C#CCNc1c2c(nc3nnnn13)CCCC2	1.9	-1	0.2	-12	6	1	0.2	14	12
CC(C)(C)NC(=O)Cc1ccc(Cl)c(Cl)c1	1.4	2	-0.1	-6	4	0	7.1	-10	-24
CC(=O)c1cccc(NC(=O)Nc2cccnc2)c1	-0.1	-7	-0.5	-2	5	-1	1.5	-10	7
C/C(=N\NC(N)=S)C12CC3CC(CC(C3)C1)C2	-1.2	0	0.8	1	11	1	-18	-17	-2
CC(O)CCC(=O)NCCNC(=O)CCC(C)O (stereo not drawn)	3.1	0	1.0	-7	13	-1	0.1	17	0
COc1ccnc(CSC(N)=Nc2ccccc2OC)c1	-1.3	-4	1.2	-5	10	2	-2.7	-2	7
COc1ccccc1C(=O)N/C(=C\c1ccc2c(c1)OCO2)C(=O)NCCc1nc2ccccc2[nH]1	1.0	4	0.9	-10	11	6	2.2	-1	3
O=C(NCCN1CCCC1)c1cc(-c2ccncc2)nc2ccc(S(=O)(=O)N3CCOCC3)cc12	1.2	1	-0.4	0	12	1	0.7	15	-3
The listing continues:
SMILES	L929 necroptosis	Runt-SMMHC FRET	PERK inh	RBBP9 inh	EP2 antag	Runt-CBFb FRET	TNF death inh	EP2 modulator	Hck-Nef inh
Cc1ccc(C)c(NC(=O)c2ccccc2NC(=O)C2CCCO2)c1 (stereo not drawn)	0.7	-1	0.6	-4	9	-1	0.8	8	-1
CCn1cc(Br)c(C(=O)Nc2ccc(Cl)c(Cl)c2)n1	-0.4	3	-0.6	-3	1	-4	-0.9	-48	5
Cc1nn(C)c(Oc2ccccc2)c1CCNS(=O)(=O)c1ccc(Cl)cc1	0.0	-3	0.4	2	12	-2	-7.9	-18	1
N#CC(c1ccccc1)(c1ncc(C(F)(F)F)cc1Cl)N1CCOCC1 (stereo not drawn)	-0.2	3	1.9	-7	.	-2	-0.9	17	0
Cc1cc(C(=O)CSc2nc(N)cc(=O)[nH]2)c(C)n1-c1ccc(OC(F)F)cc1	-1.6	-2	-0.5	-12	4	-3	-6.8	-27	0
CC(C)C(=O)Nc1nnc(SCC(=O)NCc2cccs2)s1	0.4	-8	1.1	-5	5	-1	-2.7	29&-18	2
Cc1ccc(C2C(C(N)=S)=C(N)OC3=C2C(=O)CC(C)(C)C3)cc1 (stereo not drawn)	1.9	19	0.6	-2	8	29	0.1	-11	3
CCOC(=O)C1CCN(Cc2ccc(F)c(F)c2)CC1	0.2	4	0.5	3	3	0	1.8	-4	-1
CC(=O)c1cccc(N(CC(=O)Nc2cc(C)cc(C)c2)S(C)(=O)=O)c1	0.1	-3	0.1	-12	5	-1	0.1	-10	20
O=C(CS(=O)(=O)Cc1ccccc1)Nc1ccccc1Cl	0.3	3	0.7	-3	10	-2	2.4	17	6
CC(C)(C)N(C(=O)Cn1nnc(-c2ccc(F)cc2)n1)C(C(=O)NC1CCCC1)c1ccncc1 (stereo not drawn)	0.7	-6	0.5	-7	8	-5	-0.2	19	-10
Cc1nc(CSc2ccc(Cl)cc2)cc(NCc2ccccc2)n1	0.2	1	-0.8	2	11	-1	1.4	-23	3
COc1ccccc1NC(=O)CN(C)S(=O)(=O)c1cc(C)ccc1OC	-0.1	-2	-1.0	-2	4	3	0.3	7	3
O=C(O)c1ccc(N2Cc3ccccc3C2)cc1O	0.0	-1	0.7	-1	12	4	-1.0	-34	5
CCCCN1C(=O)/C(=C/C=C2\SCCN2C)SC1=S	0.1	-82	0.1	2	4	-46	-0.6	-60	18
OC(CNC1CCCCC1)CNC1CCCCC1	0.6	4	1.4	-5	2	-1	1.4	3	-39
COc1ccc(C)cc1S(=O)(=O)N(C)CC(=O)NC1CCCCC1	-1.0	2	-0.1	1	16	-2	-0.8	0	2
CN(Cc1cnn(C)c1)C(=O)c1cc(COc2c(F)cccc2F)on1	1.8	4	0.5	-12	11	-1	-0.1	4	22
N#Cc1ccccc1OCC(=O)NC(N)=O	0.2	-1	2.1	2	12	0	0.1	-4	8
CCOCCCNC(=O)c1ccc(-n2c(=S)[nH]c3ccccc3c2=O)cc1	0.0	0	0.7	-7	4	-2	0.3	-13	25
O=C1CCN(S(=O)(=O)c2ccccc2)CCN1CCOCc1ccc(F)cc1	-0.1	-1	.	.	8	0	-0.5	-8	33
N#Cc1cc2c(nc1SCC(=O)Nc1sc3c(c1C#N)CCC3)CCCC2	1.1	4	0.3	-5	23	.	7.7	14	3
NC(=O)Cc1nc(-c2ccccc2)cs1	0.3	5	0.5	0	7	0	1.9	9	0
CC1(C)C(=O)NCCN1C(=O)CCCC(=O)O	-0.7	1	-0.2	-14	15&2	3	-0.3	3&17	13
CCNC(=S)N/N=C(\C)c1ccco1	-0.2	-2	0.5	0	7	3	-0.2	-13	-37

Record cards (already shown).
Results for O=C(CS(=O)(=O)Cc1ccccc1)Nc1ccccc1Cl : L929 necroptosis = 0.3; Runt-SMMHC FRET = 3; PERK inh = 0.7; RBBP9 inh = -3; EP2 antag = 10; Runt-CBFb FRET = -2; TNF death inh = 2.4; EP2 modulator = 17; Hck-Nef inh = 6
Results for CCOCCCNC(=O)c1ccc(-n2c(=S)[nH]c3ccccc3c2=O)cc1 : L929 necroptosis = 0.0; Runt-SMMHC FRET = 0; PERK inh = 0.7; RBBP9 inh = -7; EP2 antag = 4; Runt-CBFb FRET = -2; TNF death inh = 0.3; EP2 modulator = -13; Hck-Nef inh = 25

Other entries follow:
SMILES	L929 necroptosis	Runt-SMMHC FRET	PERK inh	RBBP9 inh	EP2 antag	Runt-CBFb FRET	TNF death inh	EP2 modulator	Hck-Nef inh
Cc1ccc(C(NC(=O)NC(C)c2ccccc2)C(Cl)(Cl)Cl)cc1F (stereo not drawn)	-0.3	-2	-0.3	-2	9	1	0.5	4	0
N#Cc1cc2c(nc1Cl)CCCC2	-0.7	6	0.6	1	5	1	0.9	-24	3
O=C(c1cccnc1)N(c1cc2sc(=O)oc2c2ccccc12)S(=O)(=O)c1ccccc1	3.6	.	0.5	11	4	33	-6.5	-6	3
N=c1c2c3c(sc2nc2n1CCCCC2)CCCC3	0.2	0	0.2	1	24	0	0.6	-1	5
O=C(CSc1nc2ccsc2c(=O)n1CC1CCC(C(=O)O)CC1)c1ccc(F)cc1 (stereo not drawn)	0.8	-2	-0.4	-11	1	-3	0.8	10	-2
O=C(Nc1nc2ccccc2s1)c1cc(-c2ccccc2)nn1-c1ccccc1	1.2	0	0.5	-5	6	-2	1.0	19	1
CCS(=O)(=O)Nc1ccc(C(=O)c2ccccc2)cc1	0.4	-14	0.7	-9	11	-1	-1.1	-7	4
O=C(NCc1nc2ccccc2[nH]1)C1=C[C@H](c2csc3ccccc23)C[C@H](OCc2ccc(CO)cc2)O1	0.4	0	.	.	7	0	-11	4	26
Cc1nc(SCCC(=O)O)c2ccccc2n1	2.3	1	0.8	-2	25	0	-0.1	83*	0
COc1cc(NC(=O)CN(c2ccc(C)cc2)S(=O)(=O)c2c(C)nn(C)c2C)cc(OC)c1	-0.7	-4	-1.3	-5	8	0	-2.4	-6	3
Cc1ccc(NC(=O)c2ccc(OC(=O)c3ccco3)cc2)cc1	-0.1	-1	-0.5	-5	4	1	-4.7	7	0
Cc1ccc(NC(=O)CSCC(=O)Nc2ccc(N3CCOCC3)c(Cl)c2)cc1	1.0	-6	0.1	-4	7	-2	1.1	-9	1
Cc1cccc(NC(=O)c2ccc3ccccc3n2)n1	0.0	2	-0.5	-1	12	-3	-2.1	13	-13
COc1ccc(N2CCN(S(=O)(=O)c3ccc(Br)s3)CC2)cc1	0.3	-1	0.5	-4	4	1	2.0	-22	0
Cc1ccc(-c2noc(CCC(=O)NCCc3ccccc3Cl)n2)cc1	0.7	-2	-0.3	-4	12	-3	0.6	1	-10
NC(=O)CN1CCOCCOCCOCCOCCOCC1	-0.2	0	1.9	2	14	1	-0.7	29	1
O=C(Nc1ccc(Cl)cc1)NC1CCCCC1	0.4	2	0.2	-7	19	.	8.8	-3	-1
N#CC1=C(N)OC2=C(C(=O)CCC2)C12C(=O)N1CCCc3cccc2c31 (stereo not drawn)	-0.2	0	0.0	-10	15	3	0.1	5	27
Oc1cccc(C(O)CNCc2ccc(OCc3ccc(Cl)cc3Cl)cc2)c1 (stereo not drawn)	3.0	-2	-0.3	-10	6	-2	5.5	-14	19
O=C(CSc1nnc(-c2ccco2)o1)NC(=O)C1COc2ccccc2O1 (stereo not drawn)	1.1	-9	0.1	5	-9	-2	1.5	3	-6

An excerpt, so the mix of outcomes need not match the whole.
